CSN deneddyl inh: CSN deneddylation inhibition | Q92905 | Purified CSN, SCF-Nedd8-OG deneddylation, fluorescence polarization | inhibition, % at 12.5 µM | 360,000 compounds, 0.38% hits | AID 651999;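 active means pattern-corrected inhibition above about 35%, with an unprinted fluorescence ratio check between 0.5 and 1.5, limit read from the data, passing the limit was not always enough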;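 further: 0% = enzyme with substrate and 100% = substrate without enzyme; some results filed as inactive read as strong as hits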
Target sequence (Q92905 whole entry, looked up, one chain of several): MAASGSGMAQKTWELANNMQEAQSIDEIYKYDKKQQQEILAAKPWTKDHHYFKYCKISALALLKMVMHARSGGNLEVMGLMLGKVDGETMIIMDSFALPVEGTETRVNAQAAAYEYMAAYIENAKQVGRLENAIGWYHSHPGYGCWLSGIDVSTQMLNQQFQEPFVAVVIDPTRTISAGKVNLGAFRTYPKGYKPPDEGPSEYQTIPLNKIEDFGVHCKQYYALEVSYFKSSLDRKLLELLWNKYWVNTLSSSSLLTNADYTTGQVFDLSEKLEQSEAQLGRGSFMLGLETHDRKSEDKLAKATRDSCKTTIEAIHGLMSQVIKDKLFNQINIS
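test system = HEK293T-derived human Csn5 enzyme | amount = 0.24 nM Csn5 enzyme, final concentration | medium = Tris/NaCl/DTT buffer, pH 7.5 | schedule = 90 min reaction at room temperature | signal = FP | evaluation = inhibition of Csn5 cleavage, % | compound dosing = single dose of 12.5 µM compound with 0.25% DMSO | probe or stimulus = 10 nM SCFSkp2-Nedd8OG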
PABP1 MLLE inh: inhibitors of microRNA-mediated deadenylation, human PABP1 MLLE binding; inhibition, % at 20 µM; 360,000 compounds, 0.36% hits; GST-MLLE / FITC-PAM2 fluorescence polarization; P11940; AID 588489; in the data active means inhibition above about 35%, passing the limit was not always enough;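 further: plate controls were DMSO wells with GST-MLLE for no effect and wells lacking GST-MLLE protein for full effect; some results filed as inactive read as strong as hits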
Target sequence (P11940 whole entry, looked up): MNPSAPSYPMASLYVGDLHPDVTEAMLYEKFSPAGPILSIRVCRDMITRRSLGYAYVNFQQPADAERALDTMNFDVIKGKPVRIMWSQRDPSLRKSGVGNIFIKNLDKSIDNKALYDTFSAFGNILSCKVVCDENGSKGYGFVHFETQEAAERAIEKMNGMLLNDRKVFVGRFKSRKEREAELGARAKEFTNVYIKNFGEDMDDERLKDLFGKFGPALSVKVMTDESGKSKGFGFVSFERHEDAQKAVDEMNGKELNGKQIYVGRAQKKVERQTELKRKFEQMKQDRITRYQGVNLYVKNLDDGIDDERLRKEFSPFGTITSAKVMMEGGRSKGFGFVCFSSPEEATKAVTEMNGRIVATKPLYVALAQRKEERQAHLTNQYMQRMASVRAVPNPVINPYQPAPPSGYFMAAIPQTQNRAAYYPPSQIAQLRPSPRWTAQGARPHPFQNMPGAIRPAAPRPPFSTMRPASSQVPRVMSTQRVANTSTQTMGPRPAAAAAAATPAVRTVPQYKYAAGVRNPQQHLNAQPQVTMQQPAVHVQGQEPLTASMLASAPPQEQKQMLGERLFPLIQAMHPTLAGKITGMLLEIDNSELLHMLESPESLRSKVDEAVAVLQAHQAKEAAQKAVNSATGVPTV
Scp1 inh: inhibitors of human Scp-1 phosphatase | Q9GZU7 | 340,000 compounds, 0.88% hits | inhibition, % at 20 µM | Recombinant Scp1, phosphopeptide, malachite green phosphate absorbance | AID 493091;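 active means inhibition above about 50% at 20 µM, limit read from the data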;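 further: plate controls were DMSO wells with enzyme for no effect and wells lacking enzyme for full effect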
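Incubation: 45 min enzyme reaction at room temperature / System: truncated SCP-1 phosphatase (76-261aa) / Reagent: Phospho 17-mer peptide substrate / Buffer or medium: Acidic Tris acetate buffer with magnesium and detergent / Signal: absorbance at 630 nm / Doses: one concentration, 20 µM, with 1.0% DMSO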
Tb MetRS inh: blocks T. brucei methionyl-tRNA synthetase activity; 360,000 compounds, 0.4% hits; inhibition, % at 11.9 µM; purified T. brucei MetRS, ATP depletion, Kinase-Glo luminescence;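 active means inhibition above a per-plate cutoff of the control wells' mean inhibition plus 3 SD, cut at about 5.5% in these data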;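 further: 0% = DMSO wells median and 100% = median of wells with control inhibitor compound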
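assay system = parasite MetRS enzyme | timing = 15 min preincubation, 2 h reaction, all 25 °C | evaluation = percent inhibition relative to median high and low control wells | medium = HEPES buffer containing pyrophosphatase, BSA, spermine, DTT | compound = single dose, 11.9 µM final nominal, 0.9% final DMSO | detection = Kinase-Glo luminescence, ATP depletion format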
DNMT1 block: DNMT1 (human) enzyme inhibition; DNMT1 molecular beacon, Hinp1I cleavage, fluorescence; inhibition (reported as % activation of signal), % at 10 µM; 360,000 compounds, 0.83% hits; in the data active means inhibition above about 50%
STEP inh: STEP (human) phosphatase inhibition | P54829 | recombinant STEP, OMFP fluorogenic substrate, fluorescence | inhibition, % at 20 µM | 360,000 compounds, 0.25% hits;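 active means inhibition at 20 µM, scaled per plate between control wells, above about 37%, limit read from the data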;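 further: 0% = DMSO with enzyme and substrate and 100% = substrate only without enzyme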
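Material: STEP (striatal-enriched tyrosine phosphatase) enzyme, cell-free | Medium: 50 mM Bis-Tris pH 6.0 with 2.5 mM DTT and 0.005% Tween 20 | Read-out: Percent inhibition scaled to no-enzyme and uninhibited-enzyme controls, plate-pattern corrected | Signal: Fluorescence read at 480 nm ex / 540 nm em | Times: 20 min reaction, room temperature, in the dark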
SUMO1 PPI mod: alters human SUMO1 binding to SIM partners. inhibition, % at 20 µM. SUMO1 binding to a labelled peptide, TR-FRET, 1 h. P63165. 360,000 compounds, 0.33% hits. AID 602429; in the data active means inhibition above about 37%
Target sequence (P63165 whole entry, looked up): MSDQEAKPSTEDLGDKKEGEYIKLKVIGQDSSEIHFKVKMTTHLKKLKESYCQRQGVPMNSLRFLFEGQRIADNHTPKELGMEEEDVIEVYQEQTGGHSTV
NadD block: inhibitors of Staphylococcus aureus NadD; purified NadD enzyme, colorimetric absorbance read-out; inhibition, % at 20 µM; 360,000 compounds, 0.78% hits; AID 602399; in the data active means inhibition above about 26%; further: some compounds past the cut are filed as inactive
LMPTP block: blocks human LMPTP phosphatase; P24666; recombinant LMPTP-A, OMFP fluorogenic substrate, fluorescence intensity; inhibition, % at 20 µM; 360,000 compounds, 0.22% hits;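 active means compounds that cut the enzyme signal by at least half of the control window in the single-dose screen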;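 further: plate controls were DMSO wells with enzyme plus substrate for no effect and substrate without enzyme for full effect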
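Buffer or medium: Bis-Tris pH 6.0, DTT, detergent; Assay system: LMPTP-A enzyme; Quantity: 0.625 nM enzyme; Detection: endpoint fluorescence intensity; Times: 50 min dark incubation at room temperature; Controls: substrate-only low control, DMSO enzyme-plus-substrate high control; Doses: single 20 µM dose; Read-out: percent inhibition versus substrate-only and uninhibited controls; Reagent: 400 µM OMFP.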
Rpn11 block: blocks the human proteasome subunit Rpn11; calls only at 20 µM; human 26S proteasome, Ub4-pepOG fluorescence polarization; 20S core pre-blocked with epoxomicin; 360,000 compounds, 0.59% hits;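 active means inhibition at 20 µM, scaled to each plate's controls, above about 33%, limit read from the data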
* = called active by the depositor; i = inactive; x = not tested or not shown. This is a random part of the collection. About 3.6% of those tested had a hit in this group.

The line under a structure holds: CSN deneddyl inh, PABP1 MLLE inh, Scp1 inh, Tb MetRS inh, DNMT1 block, STEP inh, SUMO1 PPI mod, NadD block, LMPTP block, Rpn11 block
O=C(CN1CCN(Cc2ccc(Cl)cc2)CC1)N1CCc2ccccc21
→ 6, -2, -9, -0.2, -3, 2, 4, -7, 0.0, i
COc1cc(NC(=O)COc2ccc(Cl)cc2)ccc1-c1cc2ccccc2oc1=O
→ -14, -21, -10, -0.1, 3, 1, -2, 38*, 3.6, i
COc1ccc(-c2noc(CCC(=O)NCCCN3CCN(c4ccccc4F)CC3)n2)cc1
→ -2, -3, -4, -0.8, -5, 1, -1, -2, 0.4, i
CCN1CCC(NC(=O)Nc2ccc(F)cc2)CC1
→ 5, 0, 1, 0.0, 0, 0, -3, 2, -2.5, i
O=C(Cc1cccc2ccccc12)Nc1ccccc1C(=O)O
→ 0, -3, -9, -0.2, 3, -2, 1, -4, -1.7, i
Cn1c(=O)c([N+](=O)[O-])c(NCC(O)c2ccccc2)c2ccccc21 (stereo not given)
→ -11, -15, -12, 0.7, 1, 1, -19, -6, -1.4, i
CC(=O)NCCNc1nc2cc(-c3cc(F)ccc3C)sc2c(=O)n1C
→ 1, -2, x, -0.3, 2, 0, -7, -3, 3.6, i
COc1ccc(C)cc1NC(=O)CCNS(=O)(=O)c1cccc(C(F)(F)F)c1
→ 4, 0, -2, 0.2, 1, -2, 7, -7, 2.2, i
Cc1cc(OC(F)F)ccc1NC(=O)Nc1ccc([N+](=O)[O-])cc1
→ -6, 4, -8, 0.6, 5, -4, -9, -3, 1.0, i
O=C(COc1ccc(S(=O)(=O)Nc2ccccc2)cc1)NCc1ccccn1
→ -4, 2, -5, 0.1, 0, -1, -2, 3, -0.4, i
O=C(Cc1ccccc1)Nc1ccc2oc(-c3ccncc3)nc2c1
→ 4, -2, 45, -0.3, -2, 20, -1, 5, 10, i
Cn1c(=O)[nH]c(=O)c2c1nc1n2CCCN1Cc1ccccc1
→ -1, 11, -2, -0.5, 5, -4, 2, -5, -2.4, i
CCOC(=O)CNC(=O)CSc1nc(N(C)C)nc(N2CCOCC2)n1
→ 2, 19, -3, -1.3, -2, 0, 1, 7, -0.7, i
CC(=O)c1cccc(NC(=O)NC(C)c2ccncc2)c1 (stereo not given)
→ 3, -1, -7, -1.4, 6, -4, 4, 0, -0.7, i
CC(C)c1ccc(NC(=S)NN2C(C)CCCC2C)cc1 (stereo not given)
→ -6, -7, -1, -0.4, 2, 4, -2, -2, 2.6, i
O=C(Cn1nnc2ccccc2c1=O)Nc1cc(C(F)(F)F)ccc1N1CCOCC1
→ -2, -26, -8, 0.0, -7, 1, -2, -8, 0.3, i
CN1C(=O)C(N=Nc2ccccc2C(=O)O)N(C)C1=S (stereo not given)
→ 8, -70, -3, -1.1, 0, 3, -14, 10, 1.3, i
CC1CCCCN1C(=O)CN(C)S(=O)(=O)c1cccc2nsnc12 (stereo not given)
→ 0, -2, -3, -0.1, -1, 0, -37, -2, -0.7, i
CCn1c(SCC(=O)NC2CC2)nnc1-c1ccc(OC)cc1
→ 2, -23, -8, -0.2, 0, -2, -6, -5, 2.0, i
CCCCC(=O)N1C/C=C\C(c2ccc(OC)cc2)N(Cc2ccc(F)cc2)C(=O)[C@H]1Cc1ccccc1 (stereo not given in full)
→ 1, -4, -6, 0.5, -1, 2, 10, 3, 4.6, i
COc1ccc(CCNC(=O)C(=O)c2cn(CC(=O)N3CCCC3)c3ccccc23)cc1
→ -4, -3, x, -0.2, -1, 3, -7, 6, -0.2, i
CC(C)OCCCN1CC(=O)N2C(c3cccc([N+](=O)[O-])c3)c3[nH]c4ccccc4c3C[C@H]2C1=O (stereo not given in full)
→ 3, -6, -16, 93*, -7, 5, -16, 0, 2.1, i
Nc1[nH]n(-c2ccccc2)c(=O)c1N=Nc1ccccc1
→ -1, -3, -10, -0.4, -6, 0, -26, -9, 1.4, i
c1ccc(-n2ncc3c2ncn2nc(-c4ccco4)nc32)cc1
→ 11, 15, -9, -0.4, 10, -3, -4, 20, 1.7, i
COc1ccc(/C=C/C(=O)c2cc3cccc(OC)c3oc2=O)cc1
→ 14, -15, -9, 0.1, -2, 5, -24, 15, 3.3, i
O=C(NCCSCc1c(F)cccc1Cl)Nc1ccccc1
→ 1, -5, -8, 7.8*, 4, 1, -1, -11, 0.8, i
Cc1ccc(C(C(=O)NC2CCCCC2)N2CCCC2)cc1 (stereo not given)
→ 0, 0, -3, -1.7, 0, 0, 0, -4, 1.0, i
CCN(CC)S(=O)(=O)c1cc(C(=O)OCC(=O)Nc2ccc(-c3nc4ccc(C)cc4s3)cc2)ccc1F
→ 2, -12, -5, -0.5, 25, 3, -9, 9, 0.5, i
COc1cc(NC(=O)c2sc3ncn(CC(=O)N4CCCCC4C)c(=O)c3c2C)cc(OC)c1OC (stereo not given)
→ 0, 0, x, 0.2, 2, 2, -3, -2, -2.4, i
CCC(=O)Nc1sc2c(c1C#N)CCCCC2
→ -5, 6, -7, 0.3, 0, 2, -2, 1, -1.8, i
O=C(Nc1ccncc1)c1cc(F)cc(F)c1
→ 4, 3, 5, -0.7, 2, 10, 2, 0, -0.5, i
Cc1ccc(-c2cc(Cc3ccc(F)cc3)c(=O)[nH]n2)cc1
→ 1, 1, -11, -0.6, -2, 0, -13, -7, 1.3, i
Cc1cccc(N2CCN(S(=O)(=O)c3c(C)nc4scc(C)n4c3=O)CC2C)c1 (stereo not given)
→ 1, 31, 2, 0.2, 1, 1, 2, -1, 0.1, i
c1ccc(-c2cn3c(n2)CCC3)cc1
→ -4, -2, -10, -0.2, 4, 2, -1, -2, -1.1, i
O=C(NCc1ccccc1)c1nc[nH]c1C(=O)N1CCN(c2ccccc2)CC1
→ -7, -5, -2, 0.1, 7, 1, 8, 2, 0.4, i
COc1nc(-c2ccccc2)cc(-c2ccc(OC)c(OC)c2)n1
→ 1, 10, -11, -0.2, -5, 3, 0, -10, 3.1, i
O=C(C1CN(C(=O)c2cc3ccccc3o2)c2ccccc2O1)N1CCCCC1 (stereo not given)
→ -5, 3, x, 0.0, -2, 0, 1, -5, -1.7, i
O=C(O)/C=C/C(=O)Nc1ccc2c(c1)C(=O)c1ccccc1C2=O
→ 4, 9, 31, 0.1, 6, 6, -11, -1, 2.2, i
Fc1ccc(C(CNC(=S)NC2CCCCC2)N2CCOCC2)cc1 (stereo not given)
→ -4, -19, 4, -1.0, 1, -2, -1, -2, -0.6, i
COc1ccc([C@H]2C[C@@H](n3cc(COC(=O)c4ccccc4)nn3)[C@H](O)CN2CC2CCCCC2)cc1
→ -5, 5, x, -0.9, -9, -1, 1, 6, 1.9, i
Brc1ccc(-c2noc(COc3ccc4ccccc4c3)n2)o1
→ 5, 6, -22, 0.4, -11, -1, 4, 3, 3.7, i
Cc1cc(N2CC(C(=O)O)CC2=O)ccc1Br (stereo not given)
→ -4, 5, -1, -0.6, -3, 3, -4, -1, -0.5, i
Cn1/c(=N/N=C/c2ccc(Cl)c([N+](=O)[O-])c2)sc2ccccc21
→ 1, 0, -6, -0.5, 19, 0, -5, 7, 1.1, i
CCCCn1c(SCC(=O)c2ccccc2)nc2ccsc2c1=O
→ 2, -7, -16, -0.3, 5, 5, 0, -2, 3.7, i
Cc1ccc(NC(=O)CCCCCC2NC(=O)NC2C)cc1 (stereo not given)
→ -3, -10, -3, 0.1, 0, 1, 2, 0, -0.1, i
O=C(CCNS(=O)(=O)c1ccccc1C(F)(F)F)NCCCSc1ccccc1
→ 6, -10, -5, 0.0, -2, 1, -6, -6, -6.1, i
COc1ccc(OC)c(NC(=O)CCCNC(=O)c2ccc(Cl)cc2)c1
→ 2, 8, -10, 0.5, -1, 5, 2, -4, -0.2, i
Cn1c(=O)cc(Nc2ccc(Cl)cc2)[nH]c1=O
→ -1, 16, -10, 0.5, -1, 1, -1, -2, -0.7, i
Cc1ccc(CSc2nnc(-c3ccc4c(c3)OCO4)o2)cc1
→ -5, -20, -13, -1.0, -6, 0, -1, 0, 2.2, i
CCN(CC(=O)Nc1ccc(NC(C)=O)cc1)C(=O)C1CC(=O)N(Cc2ccc(C)cc2)C1 (stereo not given)
→ -5, 1, 2, -0.6, -2, -3, -51, 1, -8.7, i
COc1cc(C(=O)O)ccc1OC(C)=O
→ -1, -8, -2, -1.4, 1, 0, 4, 2, -0.8, i
Cc1nnc(SCC(=O)NC2CCCCC2)n1C1CCCCC1
→ -8, -2, -1, -1.0, 1, -4, 2, 0, -1.4, i
Cc1cccc(-c2noc(-c3ccccc3C(=O)NCc3ccco3)n2)c1
→ 5, -8, -18, -0.7, -4, 2, 0, -2, 0.7, i
CC(C(=O)Nc1cc([N+](=O)[O-])ccc1Cl)N1CCN(c2ccc(O)cc2)CC1 (stereo not given)
→ -2, -10, 57*, -0.7, 16, -5, -14, 12, 2.9, i
COc1ccc(CC(=O)Nc2ccc(S(=O)(=O)Nc3cc(C)on3)cc2)cc1
→ -4, 10, -17, 0.2, 2, -2, 17, -5, -2.7, i
CC1(C)C(c2ccc(Cl)cc2)=[N+]([O-])C2(CCCC/C2=N\O)N1O (stereo not given)
→ 0, -3, -7, -0.1, 1, -2, -4, 9, 1.3, i
COC(=O)C1CCN(C(=O)c2cc(-c3ccc(Cl)s3)nc3ccccc23)CC1
→ 0, 10, -7, -0.3, -11, 1, -19, 3, 1.4, i

Reformatted in markdown: entries from further up.
| SMILES | CSN deneddyl inh | PABP1 MLLE inh | Scp1 inh | Tb MetRS inh | DNMT1 block | STEP inh | SUMO1 PPI mod | NadD block | LMPTP block | Rpn11 block |
| --- | --- | --- | --- | --- | --- | --- | --- | --- | --- | --- |
| Cc1cc(N2CC(C(=O)O)CC2=O)ccc1Br (stereo not given) | -4 | 5 | -1 | -0.6 | -3 | 3 | -4 | -1 | -0.5 | i |
| Cn1/c(=N/N=C/c2ccc(Cl)c([N+](=O)[O-])c2)sc2ccccc21 | 1 | 0 | -6 | -0.5 | 19 | 0 | -5 | 7 | 1.1 | i |
| CCCCn1c(SCC(=O)c2ccccc2)nc2ccsc2c1=O | 2 | -7 | -16 | -0.3 | 5 | 5 | 0 | -2 | 3.7 | i |
| Cc1ccc(NC(=O)CCCCCC2NC(=O)NC2C)cc1 (stereo not given) | -3 | -10 | -3 | 0.1 | 0 | 1 | 2 | 0 | -0.1 | i |
